Screening results from PubChem.
Dengue-2 NS5 capping: Dengue-2 NS5 methyltransferase inhibitors, primary screen, biochemical, confirmation dose response (AID 588689); inhibition, % at 25 µM; hits with a dose series show IC50 in µM; actives 0.3% (n = 340,000); Dengue-2 NS5 methyltransferase capping enzyme assay, biochemical; higher % means a stronger effect; in the data active = a potency from the dose series
Myeloid diff MLP: myeloid differentiation induction. ER-HoxA9 myeloid progenitors, lysozyme-GFP differentiation, flow cytometry. calls only at 10 µM. actives 1% (n = 360,000);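 active = normalized GFP-positive differentiation at or above the plate's own cutoff, the solvent-only control mean plus 3 SD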;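 note: cells exposed to compound for four days before flow analysis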
Dengue-2 NS5 capping pilot replicate: second read-out of Dengue-2 NS5 capping, no call of its own (marks repeat the call); inhibition, %; measured here: pilot screen replicate inhibition
Myeloid diff MLP GFP+ MAC1+ %: recorded beside Myeloid diff MLP, whose call it bears; GFP+ MAC1+ double positive, %; measured here: differentiation confirmed by MAC1 staining
* = called active by the depositor; i = inactive. Not all compounds are listed; count on the stated rates, not on these rows.

SMILES | Dengue-2 NS5 capping | Myeloid diff MLP | Myeloid diff MLP GFP+ MAC1+ % | others
O=C(C1=COCCO1)N1CCN(S(=O)(=O)c2cccc(Br)c2)CC1 | -6.3% | i | 0.2
O=C(Nc1oc2ccccc2c(=O)c1-c1ccccc1)c1ccco1 | -0.6% | i | 0.9
CC(OC(=O)CNC(=O)c1sc2ccccc2c1Cl)c1ccccc1 (stereo unspecified) | -8.1% | i | 1.0
O=S(=O)(Nc1ccc2nc(N3CCOCC3)sc2c1)c1ccc(Cl)cc1 | -1.5% | i | 0.3
CC(=O)[C@@H]1[C@@H](C)N(Cc2ccccc2)C(=O)N[C@H]1c1ccccc1 | 3.9% | i | 1.5
CCOc1ccc(C(=O)OCC(=O)Nc2cccc(S(=O)(=O)N3CCCC3)c2)cc1 | 3.0% | i | 0.3
CC(C)(C)c1sc(N)nc1-c1ccccc1 | -4.8% | i | 0.9
CCC(NC(=O)COC(=O)C1CC2CCCC(C1)C2=O)c1ccc(Br)cc1 (stereo unspecified) | -9.4% | i | 0.5
CCc1cc(-c2nnn(CCC3COCCO3)c2CC)cc(CC)c1-c1cn(CCc2c[nH]c3ccccc23)nn1 (stereo unspecified) | 1.6% | i | 0.1
COP(=O)(OC)C(=NNS(=O)(=O)c1ccc(C)cc1)c1ccccc1 | -8.1% | i | 0.6
O=C(Nc1c(Cl)cc2c(c1Cl)Cc1cc([N+](=O)[O-])ccc1-2)C(Cl)Cl | 0.0% | i | 0.9
COc1ccn(C2CCCCO2)c(=O)n1 (stereo unspecified) | -7.7% | i | 1.2
Cc1cccc2c(=O)n3c(cc12)-c1[nH]c2ccccc2c1CC3 | -1.5% | i | 1.8
O=C(/C=C/Nc1ccc(F)cc1)c1cccs1 | -11.2% | i | 0.8
CCN(C(=O)CSc1n[nH]c(N)n1)C1CCCCC1 | 5.3% | i | 0.4

Brought forward from above: three compounds, then new ones.
SMILES | Dengue-2 NS5 capping | Myeloid diff MLP | Myeloid diff MLP GFP+ MAC1+ % | others
Cc1cccc2c(=O)n3c(cc12)-c1[nH]c2ccccc2c1CC3 | -1.5% | i | 1.8
O=C(/C=C/Nc1ccc(F)cc1)c1cccs1 | -11.2% | i | 0.8
CCN(C(=O)CSc1n[nH]c(N)n1)C1CCCCC1 | 5.3% | i | 0.4
COc1cccc(CNC(=O)c2cccc(NC(=O)CC3SC(N4CCCCC4)=NC3=O)c2)c1 (stereo unspecified) | 0.7% | i | 0.9
O=C(c1ccc(=O)[nH]n1)N1CCN(S(=O)(=O)c2ccccc2F)CC1 | -0.7% | i | 0.6
CC1O[C@@H](OC2C(O)C(O)C(CO)O[C@H]2OC2C[C@]3(C)C(CC(O)C4[C@@H]([C@]5(C)CC[C@@H](C(C)(C)O)O5)CC[C@]43C)[C@@]3(C)CCC(O)C(C)(C)C23)C(O)C(O)C1O (stereo partly specified) | -7.6% | i | 1.4
Cc1cccc(OCCC(=O)OCc2csc(CC(=O)Nc3ccccc3C)n2)c1 | 0.0% | i | 1.0
Cc1cc2nc3n(c2cc1C)CC1CC(C(=O)NCc2cccc(Br)c2)N(C)C31 (stereo unspecified) | -2.4% | i | 3.2
CC(C)(C)OC(=O)N1O[C@H]2C[C@@H]1[C@@H]1[C@@H]2N=NN1C12CC3CC(CC(C3)C1)C2 | -0.3% | i | 2.8 | Dengue-2 NS5 capping pilot replicate=3.0
O=C(NCCc1ccccc1)c1ccc(NC(=O)C2CCCCC2)cc1 | -4.0% | i | 1.3 | Dengue-2 NS5 capping pilot replicate=0.6
N=C(N)SCCN | -3.7% | i | 2.2
O=C1Nc2ccc(C(=O)O)c(O)c2C1=O | 0.4% | i | 0.6
O=C(N[C@H]1C/C=C\C[C@@H](CC(=O)N(CCO)Cc2ccccc2)C(=O)N2CCC[C@H]2COC1=O)OCC1c2ccccc2-c2ccccc21 | -5.6% | i | 0.6 | Dengue-2 NS5 capping pilot replicate=-1.8
CCN(C(=O)c1cccc(S(=O)(=O)N2CCCCC2)c1)C1CCS(=O)(=O)C1 (stereo unspecified) | 0.0% | i | 0.6
O=C(Nc1ccc(F)c(F)c1)C1CCCCC1 | -5.2% | i | 0.5
COC(=O)C[C@H]1c2cc(C(F)(F)F)ccc2S(=O)(=O)N1C(C)(C)C | -2.4% | i | 1.6
O=C(NCCOc1ccccc1)c1ccc2c(c1)S(=O)(=O)c1cc(Cl)ccc1C2=O | -1.2% | i | 2.5
CC(Oc1ccccc1Cl)C(=O)Nc1ccc(S(=O)(=O)N2CCOCC2)cc1 (stereo unspecified) | -5.1% | i | 0.6

Next part, starting with the last three of the part before.
SMILES | Dengue-2 NS5 capping | Myeloid diff MLP | Myeloid diff MLP GFP+ MAC1+ % | others
COC(=O)C[C@H]1c2cc(C(F)(F)F)ccc2S(=O)(=O)N1C(C)(C)C | -2.4% | i | 1.6
O=C(NCCOc1ccccc1)c1ccc2c(c1)S(=O)(=O)c1cc(Cl)ccc1C2=O | -1.2% | i | 2.5
CC(Oc1ccccc1Cl)C(=O)Nc1ccc(S(=O)(=O)N2CCOCC2)cc1 (stereo unspecified) | -5.1% | i | 0.6
Cc1c(NS(=O)(=O)c2cc(C(=O)NCc3cccnc3)ccc2Cl)c(=O)n(-c2ccccc2)n1C | 8.0% | i | 0.3
Cc1cc(NC(=O)CSc2nnc(-c3cccc(F)c3)n2N)no1 | -8.8% | i | 0.7
O=C(CC1CCCC1)NNC(=O)c1ccccc1O | -1.6% | i | 1.2
CC1(C)CC(=O)C(c2ccccc2)(c2ccccc2)C(=O)C1 | -8.1% | i | 0.4
Cn1c(SCC(=O)NC2CCS(=O)(=O)C2)nnc1-c1ccco1 (stereo unspecified) | 0.0% | i | 0.9
COc1ccccc1/C=N/Nc1nc(C)c(C(C)=O)s1 | -4.2% | i | 2.5
C[C@H]1C=C(C(=O)O)O[C@@H](OCc2ccc(CO)cc2)C1 | 0.8% | i | 1.5
CN(C)C(=O)CCc1ccc2c3c([nH]c2c1)[C@]1(CCC2CCCC2)[C@@H](C(=O)N2CCOCC2)C[C@H](CC(=O)NCCN2CCOCC2)C(=O)N1CC3 | 2.0% | i | 1.5 | Dengue-2 NS5 capping pilot replicate=3.0
CCOC(=O)c1c(C)[nH]c(C(=O)COc2ccc3ccc(=O)oc3c2)c1C | 0.0% | i | 0.4
CNc1ncnc2c1ncn2[C@@H]1O[C@H](CO)[C@@H](O)[C@H]1O | -3.7% | i | 9.2
CN(C(=O)COC(=O)c1ccccc1NCCO)C1CCS(=O)(=O)C1 (stereo unspecified) | 1.4% | i | 0.2
CC(=O)N1CCN(C(=O)c2ccc(Cl)c(NC(=O)c3cccs3)c2)CC1 | -11.7% | i | 1.5
CCC(CC)CN1C(N(C)C)=NC[C@@H]1CC(C)C | 3.3% | i | 1.5
O=C(Oc1ccccc1)c1ccccc1C(=O)Oc1ccccc1 | -5.8% | i | 3.4
C[N+](C)(C)CC(O)CC(=O)O (stereo unspecified) | 2.2% | i | 3.1

Among those listed so far, two contain a furan ring, fused or not:
SMILES | Dengue-2 NS5 capping | Myeloid diff MLP | Myeloid diff MLP GFP+ MAC1+ % | others
O=C(Nc1oc2ccccc2c(=O)c1-c1ccccc1)c1ccco1 | -0.6% | i | 0.9
Cn1c(SCC(=O)NC2CCS(=O)(=O)C2)nnc1-c1ccco1 (stereo unspecified) | 0.0% | i | 0.9

(more compounds)
SMILES | Dengue-2 NS5 capping | Myeloid diff MLP | Myeloid diff MLP GFP+ MAC1+ % | others
CC(C)(C)S(=O)N1Cc2ccc(CO)cc2[C@@H]1CCO (stereo partly specified) | -7.9% | i | 0.9 | Dengue-2 NS5 capping pilot replicate=-5.5
CC(C)NC(=O)Nc1ccc2c(c1)C(=O)N([C@H](C)CO)C[C@H](C)[C@@H](CN(C)S(=O)(=O)c1ccccc1)OCCCC[C@@H](C)O2 | -6.1% | i | 1.1
CCc1ccc(N(C(=O)c2ccco2)C(C(=O)NC2CCCC2)c2ccco2)cc1 (stereo unspecified) | -7.7% | i | 0.9
CCOC(=O)C1(C#N)Cc2ccccc2C1 | 25.5% | i | 1.5
Cc1ccc(NC(=O)c2ccccc2OCC(=O)Nc2ccccc2F)cc1S(=O)(=O)N(C)C | -0.7% | i | 0.4
COc1cccc(N2[C@@H](CC(C)=O)c3cc(C(F)(F)F)ccc3S2(=O)=O)c1 | -2.4% | i | 2.0
CC1(c2ccccc2)NC(=O)N(CC(=O)Nc2ccc(S(=O)(=O)NC3=NCCCCC3)cc2)C1=O (stereo unspecified) | -3.0% | i | 0.4
O=C(CSc1nnc2ccc(-c3cccnc3)nn12)Nc1ccccc1F | 12.3% | i | 0.7
Cc1csc2nc(O)c(C(=O)NCCCN3CCCC3=O)c(=O)n12 | 0.0% | i | 1.6
Cc1cc(C)n2nc(SCC(=O)N3CCCC(C)C3)nc2n1 (stereo unspecified) | 6.4% | i | 1.4
CC1NC(=O)c2cc3ccccc3cc2-n2c1nc1cc(F)ccc1c2=O (stereo unspecified) | -2.8% | i | 1.2
O=[N+]([O-])c1cc(S(=O)(=O)NCCc2ccccn2)ccc1Cl | 1.5% | i | 1.0
COc1cc(-c2noc(C)c2C(=O)N[C@@H](CO)Cc2ccccc2)cc(OC)c1OC | -6.0% | i | 1.4 | Dengue-2 NS5 capping pilot replicate=-1.2
O=C(Cc1ccc([N+](=O)[O-])cc1)Nc1cccc(C(=O)N2CCCCC2)c1 | -5.2% | i | 1.8
Cc1sc2ncnc(SCC(=O)NC3CCS(=O)(=O)C3)c2c1C (stereo unspecified) | -2.2% | i | 1.8
COc1ccc(NC(=O)N(C)C[C@@H]2Oc3cc(Br)ccc3S(=O)(=O)N([C@H](C)CO)C[C@H]2C)cc1 | -5.7% | i | 1.1
COc1ccc(Cl)cc1NC(=O)CSc1nnc(Cc2ccc(C)cc2)c(=O)[nH]1 | 14.7% | i | 1.5
Cc1ccc(S(=O)(=O)N2C[C@@H]3[C@H]4CC[C@H](C4)[C@@H]3[C@@H](C)[C@@H]2c2cn(Cc3ccccc3)c3ncccc23)cc1 | -3.0% | i | 0.3 | Dengue-2 NS5 capping pilot replicate=3.0
COc1cc(Cl)c(C)cc1NC(=O)c1ccccc1NC(=O)CN1CCN(C(C)=O)CC1 | -7.1% | i | 1.1
O=C(c1ccc(-c2cccc([N+](=O)[O-])c2)o1)N1CCN(c2ccc([N+](=O)[O-])cc2)CC1 | -4.4% | i | 1.1
COCCCNC(=O)CSc1nc2ccc(N3CCOCC3)cc2c(=O)n1CCc1ccccc1 | -2.0% | i | 0.3
CCOc1cc(-c2sc(Nc3cc(C)ccc3OC)n[n+]2-c2ccccc2)ccc1OC | 0.7% | i | 0.7
CCCCn1c(N)c(N(Cc2ccccc2OC)C(=O)COc2cc(C)ccc2Cl)c(=O)[nH]c1=O | -10.1% | i | 0.3
COc1ccc(-n2nnnc2CNC(=O)C(=O)c2c[nH]c3ccccc23)cc1 | -5.0% | i | 1.0
COc1cccc(NC(=O)CN(C)C(=O)/C=C/c2cn(Cc3ccccc3)nc2-c2cccnc2)c1 | 1.4% | i | 0.4
CCOc1ccc(S(=O)(=O)N(CC)CC(=O)NC2CCS(=O)(=O)C2)cc1 (stereo unspecified) | -7.3% | i | 0.4
Cc1cccc(C(=O)OCC(=O)Nc2c(C)n(C)n(-c3ccccc3)c2=O)c1 | 5.2% | i | 1.1
CCN1CCN(c2ccc(NC(=O)c3cc(S(=O)(=O)N4CCCC4)ccc3Cl)cc2)CC1 | -18.7% | i | 1.7
COc1ccc(CNC(=O)C[C@H]2C[C@H](C(=O)N3CCOCC3)[C@@]3(CCC4CCCC4)c4[nH]c5cc(CCC(=O)N(C)C)ccc5c4CCN3C2=O)cc1OC | -8.9% | i | 0.4 | Dengue-2 NS5 capping pilot replicate=1.2
CC(C)C(NC(=O)c1ccccc1)C(=O)NC1CCCc2ccccc21 (stereo unspecified) | -5.9% | i | 0.9
COc1cc(C(C)=O)ccc1OCC(=O)Nc1cc(Cl)ccc1-n1cncn1 | 2.9% | i | 0.3
OCCOCCn1c(CCNc2nc(-c3ccc(F)cc3)cs2)nc2cc(C(F)(F)F)ccc21 | -6.8% | i | 0.5
CC1CCC(NC(=O)c2cc3c(s2)CCCC3)CC1 (stereo unspecified) | -2.2% | i | 1.4
OC1(c2cccc(C(F)(F)F)c2)CCN(c2ncnc3c2[nH]c2ccccc23)CC1 | 1.6% | i | 1.1
CC(=O)c1ccc(N2CCN(C(=O)COc3ccc4ccccc4c3)CC2)cc1 | 2.2% | i | 0.3
Cc1sc2ccccc2c1CNC[C@H]1O[C@@H](n2cnc(C(N)=O)n2)[C@H](O)[C@@H]1O | -0.7% | i | 0.5
CCc1nc(N2CCN(C(=O)CCCl)CC2)c2c3c(sc2n1)CCCC3 | -2.9% | i | 1.1
CCOC(=O)N(O)c1ccc(C=Cc2ccccc2)cc1 | -0.8% | i | 2.9
O=C1C(=C(c2ccccc2)N2CCOCC2)Cc2ccccc21 | -25.7% | i | 1.4
O=C(O)c1cc(-c2ccccc2)nn1CC1CC(c2cccnc2)=NO1 (stereo unspecified) | 3.2% | i | 1.4
O=C(Nc1cccc(C(=O)O)c1)/C(=C\c1cccc([N+](=O)[O-])c1)NC(=O)c1ccc(Br)cc1 | 12.1% | i | 0.6
Cc1ccccc1C(=O)NCC(=O)OC(C)C(=O)NCc1ccco1 (stereo unspecified) | -10.1% | i | 1.1
C#C[C@]1(O)CC[C@H]2[C@@H]3CCC4=Cc5oncc5C[C@]4(C)[C@H]3CC[C@@]21C | 2.2% | i | 1.3
CCN(CC(=O)Nc1ccccc1C(F)(F)F)C(=O)c1ccc(-n2nc(C)c(CCC(=O)OC)c2C)cc1 | 22.5% | i | 0.8
